# Assay outcomes from PubChem BioAssay.
# DUSP3 inh = VHR1 phosphatase inhibitors, primary screen, biochemical, absorbance, uHTS | recombinant VHR phosphatase, pNPP absorbance | inhibition, % at 13.3 µM | 290,000 tested, 0.52% active | AID 1654, 2009; in the data active = inhibition above about 50%; also: some compounds called inactive have numbers as strong as hits
# Target sequence (P51452 whole entry, looked up): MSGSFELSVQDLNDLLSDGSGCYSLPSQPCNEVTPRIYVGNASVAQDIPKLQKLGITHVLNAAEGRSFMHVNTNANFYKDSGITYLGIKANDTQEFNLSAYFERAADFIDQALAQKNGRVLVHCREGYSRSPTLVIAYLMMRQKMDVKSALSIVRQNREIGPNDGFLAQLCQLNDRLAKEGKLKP
# CCHF vOTU inh = CCHFV vOTU protease inhibitors, primary screen, biochemical, Pep-AMC substrate, fluorescence; inhibition, % at 11.5 µM; 370,000 tested, 0.55% active; in the data active = inhibition above about 30%; also: 0% = vehicle wells with enzyme and 100% = no enzyme wells
# SSB-PriA inh = inhibitors of Klebsiella pneumoniae PriA binding to SSB C-terminal tail, primary screen, biochemical, AlphaScreen. PriA–SSB C-terminal tail interaction (Klebsiella pneumoniae). AlphaScreen SSBct-PriA binding, biotinylated peptide. inhibition, % at 33 µM. 430,000 tested, 0.6% active. AID 1272365, 2023; in the data active = inhibition mostly above about 37%, no sharp cut-off; inactive = mostly below about 20%;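 also: plate controls were negative control peptide for no effect and reference peptide for full effect; strong numbers were not always called active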
# Anthrax LF inh2 = Bacillus anthracis LF protease inhibitors, primary screen, biochemical, multiplex microsphere, MLPCN library; multiplex microsphere protease cleavage assay; inhibition, % at 10 µM; 360,000 tested, 0.12% active; AID 588501, 2011; also: plate controls were buffer without enzyme for full effect and enzyme alone for no effect
# Target sequence (P15917 whole entry, looked up): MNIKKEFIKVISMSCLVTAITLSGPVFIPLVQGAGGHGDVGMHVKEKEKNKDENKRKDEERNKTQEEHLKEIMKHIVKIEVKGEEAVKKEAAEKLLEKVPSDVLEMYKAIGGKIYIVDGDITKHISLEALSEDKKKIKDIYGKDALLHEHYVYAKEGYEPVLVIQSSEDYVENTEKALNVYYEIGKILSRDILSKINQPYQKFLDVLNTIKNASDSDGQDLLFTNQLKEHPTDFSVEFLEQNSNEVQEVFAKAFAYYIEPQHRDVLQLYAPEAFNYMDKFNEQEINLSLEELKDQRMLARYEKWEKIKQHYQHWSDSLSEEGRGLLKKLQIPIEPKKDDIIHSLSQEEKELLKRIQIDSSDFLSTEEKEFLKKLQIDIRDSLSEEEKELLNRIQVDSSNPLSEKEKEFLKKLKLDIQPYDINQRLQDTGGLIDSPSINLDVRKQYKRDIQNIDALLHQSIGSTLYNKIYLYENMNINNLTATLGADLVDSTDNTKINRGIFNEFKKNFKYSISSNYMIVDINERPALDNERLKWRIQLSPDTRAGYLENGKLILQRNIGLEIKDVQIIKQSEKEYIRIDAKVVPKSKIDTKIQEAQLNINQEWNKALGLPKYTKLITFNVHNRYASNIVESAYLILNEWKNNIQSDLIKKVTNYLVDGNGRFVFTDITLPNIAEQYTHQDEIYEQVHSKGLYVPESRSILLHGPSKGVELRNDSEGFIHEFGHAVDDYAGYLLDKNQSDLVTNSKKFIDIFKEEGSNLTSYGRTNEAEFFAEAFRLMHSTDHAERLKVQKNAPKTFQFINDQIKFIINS
# TcdB inh = TcdB glycohydrolase inhibitors, primary screen, biochemical, single point, plate reader; Toxin B (Clostridioides difficile), P18177; inhibition, % at 9.99 µM; AID 652162, 2013; 350,000 tested, 0.24% active; TcdB glycohydrolase enzymatic assay; in the data active = inhibition above about 10%
# PfHsp40 yeast = rescue of yeast from PfHsp40 toxicity, primary screen, S. cerevisiae, ATP luminescence. S. cerevisiae expressing PfHsp40, growth rescue. growth rescue, % at 12.5 µM. 340,000 tested, 0.68% active. AID 504582, 2011; in the data active = growth rescue above about 28%, passing the limit was not always enough;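 also: yeast W303a lacking pdr1 and pdr3 grown in galactose medium; growth measured after three days at 30 °C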
# BoNT A protease = BoNT/A light chain protease inhibitors, primary screen, biochemical, flow cytometry, MLPCN library; Botulinum neurotoxin type A light chain protease (Clostridium botulinum A str. ATCC 3502); multiplex microsphere protease substrate cleavage; inhibition, % at 10 µM; 360,000 tested, 0.17% active; also: plate controls were buffer without enzyme for full effect and enzyme alone for no effect
# BH1578 lux ind = inducers of Vibrio cholerae quorum light production without autoinducers, primary screen, BH1578 luxS cqsA deficient, single point; activation, % at 18.7 µM; 350,000 tested, 0.16% active; V. cholerae BH1578 lux reporter, luminescence, 6 h; in the data active = activation mostly above about 9.7%, no sharp cut-off; also: not every result past the cut was called active; inactives centre near 0; reference of the scale not given here
# Y pestis TopoI = Yersinia pestis topoisomerase I inhibitors, primary screen, biochemical, cleavage product accumulation, plate reader, single point. DNA topoisomerase I (Yersinia pestis CO92). Y. pestis Topo-I cleavage product accumulation. activity, % at 10 µM. 360,000 tested, 0.064% active; in the data active = activity above about 50%, passing the limit was not always enough; also: inactives centre near 2
# 3CLpro inhibitor = SARS-CoV 3CLpro protease inhibitors, primary screen, biochemical, quenched FRET. AID 1706, 2009. 290,000 tested, 0.14% active. recombinant SARS-CoV 3CLpro, quenched FRET peptide cleavage. inhibition, % at 6 µM. Replicase polyprotein 1ab (Severe acute respiratory syndrome coronavirus), P0C6X7; in the data active = inhibition above about 12%
# The depositor's hits bear a star; i = inactive; x = not tested or not shown. Rule as the data show it, unless noted: active = inhibition above about 30%; inconclusive = no clear call, values can overlap the other calls; inactive = below that. The list is partial; count on the stated rates, not on these rows.
SMILES,DUSP3 inh,CCHF vOTU inh,SSB-PriA inh,Anthrax LF inh2,TcdB inh,PfHsp40 yeast,BoNT A protease,BH1578 lux ind,Y pestis TopoI,3CLpro inhibitor
Cc1nn(CC(=O)O)c(=O)c2ccccc12,24,-3,-1,3,x,-2.3,3.5,x,8,-3
O=C(Cn1cncn1)c1ccccc1Br,16,-8,1,27,0.3,-1.4,3.9,-0.4,-4,1
Cc1ccsc1-c1nc(C(N)=O)c2[nH]c(=O)n(-c3ccc(Cl)cc3)c2n1,4,6,-2,-1,-1.1,0.8,0.4,-0.2,6,2
CNC(=O)C[C@@H]1C(=O)N(C2CCCCC2)CC1(C)C,x,-5,x,5,-1.4,x,-0.4,-0.5,-2,x
CCOC(=O)c1ccc(NC(=O)C2CCN(C(=O)c3ccc(OC)c(OC)c3)CC2)cc1,27,7,-1,-4,x,1.4,-1.2,-0.6,18,1
CC(C)c1ccc(/C=N/n2c(-c3ccccc3)n[nH]c2=S)cc1,-16,17,x,-16,-4.3,2.8,-6.7,i,18,3
NC(=O)CSc1nnc(Cn2c(=O)sc3ccccc32)n1-c1ccccc1,35,-2,1,-9,0.7,-1.0,0.1,-0.1,4,2
O=C(O)c1cccc(Nc2c([N+](=O)[O-])c(=O)oc3ccccc23)c1,8,6,-3,-2,0.0,0.4,-1.2,-0.3,12,1
Cc1ccc(C2CC(=O)NC(SCC(=O)Nc3nccs3)=C2C#N)cc1 (stereo unspecified),0,2,-1,3,x,1.5,0.0,25*,-8,1
COc1ccc(-c2cc(C#N)nc(N3CCN(C)CC3)n2)cc1,33,-10,-6,1,1.8,7.5,-0.2,i,-9,-2
Cc1cccc(C)c1NC(=O)c1cccn(Cc2ccc3c(c2)OC(F)(F)O3)c1=O,25,4,-18,-13,x,-0.8,10,i,22,-1
O=[N+]([O-])c1ccc(/C=N/Nc2ccccn2)cc1,58*,-3,x,-1,0.2,-0.2,-0.5,-2.8,0,0
Cc1onc(-c2c(Cl)cccc2Cl)c1C(=O)NCCc1ccncc1,2,-3,-3,2,0.5,-0.6,-0.4,i,-2,3
CC(C)CCNC(=O)CN(CCN1CCOCC1)C(=O)Cn1nnc(-c2ccc(F)cc2)n1,-10,7,-20,-1,x,-0.3,-1.7,1.8,2,-7
COc1ccc(Nc2nc(N)nc(CSCCO)n2)cc1,-1,7,5,-4,x,-1.2,0.2,0.5,7,-2
CCC(=O)NC(=S)Nc1ccc(S(=O)(=O)N2CCN(C)CC2)cc1,5,-7,-1,3,1.0,0.5,-0.5,-0.3,6,1
COc1ccccc1N1CCN(C(=O)CSc2nnc(NC(=O)C3CCC3)s2)CC1,21,-8,3,0,x,-0.8,-3.1,-0.6,20,-1
O=C(Nc1sc2c(c1C(=O)O)CCCCC2)c1ccccc1F,18,37*,-1,2,5.3,2.2,-1.0,-0.2,-2,6
Cc1ccc(C(c2sc3nc(C)nn3c2O)N2CCOCC2)cc1 (stereo unspecified),18,2,-2,4,x,0.7,1.1,-0.6,-2,-4
CC12CCC(=O)N1C(C(=O)NNC(=O)c1ccccc1F)CS2 (stereo unspecified),x,13,1,1,-0.1,1.0,2.9,i,-5,x
O=C(CCCN1C(=O)/C(=C/c2cccs2)SC1=S)Nc1ccc(O)cc1,-25,7,18,2,-0.4,-0.2,2.6,-0.5,-2,6
CC(C)(C)c1ccc(/C=C/C(=O)NCCCn2ccnc2)cc1,28,11,9,-4,1.1,-0.2,0.3,i,10,-1
Cc1ccc2[nH]c(=O)c(C(c3nnnn3CC3CCCO3)N3CCc4ccccc4C3)cc2c1 (stereo unspecified),13,5,-7,-15,x,0.4,-1.0,-0.2,-2,8
O=C(COC(=O)c1ccccc1C(=O)c1ccc(Cl)c([N+](=O)[O-])c1)NC1CC1,19,-10,-3,1,0.9,1.5,-0.5,-0.2,-3,4
COc1ccc(C(c2nnnn2Cc2ccccc2)N2CCN(C/C=C/c3ccccc3)CC2)cc1 (stereo unspecified),x,12,x,0,-0.6,x,-0.3,x,x,x
Cc1c(Cl)c([N+](=O)[O-])nn1CC(=O)Nc1c(C)n(C)n(-c2ccccc2)c1=O,20,5,-5,1,x,1.0,-0.6,i,0,-1
Cc1cc(OC(=O)CNC(=O)OC(C)(C)C)c2c(C)cc(=O)oc2c1,14,-7,2,-4,x,1.0,-1.1,i,-9,3
C=CCn1c(C)nnc1SCC(=O)Nc1nccs1,37,-3,-16,-3,0.8,-0.4,-3.4,-5.0,-9,-5
O=c1[nH]c(-c2ccccc2)nnc1-c1ccccc1,20,17,9,-3,0.9,-1.0,-0.3,i,4,-3
CCCc1n(CC(O)COCc2ccccc2)c2ccccc2[n+]1C (stereo unspecified),9,-7,-10,-1,1.8,-0.7,0.6,-1.5,5,-1
O=[N+]([O-])c1cccc(-c2nnc3n2CCCCC3)c1,-3,-26,4,2,1.3,0.7,4.1,-0.2,4,-3
COc1ccc(NC(=O)c2[nH]c(C)c(C(C)=O)c2C)cc1S(=O)(=O)N1CCOCC1,-4,5,-3,2,x,1.4,0.7,i,-8,0
CCOC(=O)C1=C(COC(=O)COc2ccccc2C=O)NC(=O)NC1C (stereo unspecified),x,-4,-10,-3,1.3,-0.8,-0.1,x,7,x
CCN(CC)C(=O)COc1ccc2c3c(c(=O)oc2c1C)CCCC3,-4,-24,-1,-10,1.4,-0.1,1.1,1.4,13,-1
Cc1nc2ccccc2cc1C(=O)N/N=C/c1cccs1,10,5,x,1,0.6,-1.3,3.3,-0.6,-2,-3
CCOC(=O)c1ccc(-c2c(-c3ccccc3OC)oc3ccccc23)cc1F,x,-25,-50,2,0.4,0.5,-0.3,i,19,x
Cc1ccccc1NC(=O)CSc1nc2ccccc2o1,31,-8,-21,0,x,-0.3,-1.0,-2.8,1,3
CC(=NCC1CCNCC1)C1=C(O)CC(C)(C)CC1=O,-9,2,-7,3,x,0.8,-0.1,-1.3,5,-6
NS(=O)(=O)c1ccc(Nc2ccc([N+](=O)[O-])c3nonc23)cc1,11,31*,6,-1,2.1,0.2,-1.3,-0.4,1,15*
CC(NC(=O)CSc1ccccc1C(=O)O)C1CC2CCC1C2 (stereo unspecified),18,-4,-7,4,-1.9,-0.5,-1.0,i,-7,5
COc1cccc(/C=C2\SC(=S)N(CCC(=O)NCCc3ccc(O)cc3)C2=O)c1,-42,14,-13,-1,0.4,1.9,1.1,-0.4,15,0
O=C(Cc1ccc([N+](=O)[O-])cc1)NNC(=O)c1cccs1,-17,1,-10,-2,0.4,1.2,-0.5,0.4,1,-1
O=C(CSc1nnc(-c2ccc(F)cc2)c2ccccc12)Nc1ccccc1Cl,8,13,12,-3,1.3,-0.2,2.5,i,13,-2
O=C(Cn1nc(Cc2ccncc2)c2ccccc2c1=O)N1CCc2ccccc2C1,15,66*,15,2,-8.9,-0.8,-0.3,-0.4,21,0
COc1ccccc1/C=C(/C#N)C(=O)O,36,-2,-7,5,0.5,0.8,0.8,i,5,-2
Cc1c(C(=O)N(C)c2ccc(Cl)cc2)cnn1-c1ccccc1,6,2,-6,-2,0.7,0.1,0.3,i,9,2
CC(C)NC(=O)CSc1nnc(COc2ccccc2Cl)o1,25,12,-13,1,x,1.8,-1.0,i,1,-1
Cc1ccccc1C(=O)N1Cc2cnnn2-c2ccccc2C1C#N (stereo unspecified),x,-2,-4,-2,1.1,-0.6,-0.2,-0.5,3,x
CC(Oc1cccc(Cl)c1)C(=O)N1CCCN(C)CC1 (stereo unspecified),32,-3,-6,2,1.3,-2.6,-3.8,-2.3,6,3
COCCN(C(=O)COC(=O)c1cc(C)oc1C)c1c(N)n(Cc2ccccc2)c(=O)[nH]c1=O,x,-5,-1,-5,1.4,0.9,1.0,i,2,x
O=S(=O)(/N=S1\CC=CCN1S(=O)(=O)c1ccccc1)c1ccccc1 (stereo unspecified),x,-4,x,-1,0.0,0.7,0.7,i,2,x
O=C(Cn1ncc2ccccc21)N1CCN(c2cccc(C(F)(F)F)c2)CC1,18,13,-11,2,x,-1.1,-0.5,-1.5,3,-4
CCc1nc2nc(C)c(NS(=O)(=O)c3cccs3)c(=O)n2[nH]1,2,2,1,4,0.3,-0.5,-0.8,i,-6,4
O=C(CC(c1ccccc1)(c1ccccc1)c1ccccc1)N[C@@H](Cc1ccccc1)C(=O)O,21,20,17,0,-0.1,1.6,-0.7,-3.7,23,4

# In the list so far, these contain a cyano group:
SMILES,DUSP3 inh,CCHF vOTU inh,SSB-PriA inh,Anthrax LF inh2,TcdB inh,PfHsp40 yeast,BoNT A protease,BH1578 lux ind,Y pestis TopoI,3CLpro inhibitor
Cc1ccc(C2CC(=O)NC(SCC(=O)Nc3nccs3)=C2C#N)cc1 (stereo unspecified),0,2,-1,3,x,1.5,0.0,25*,-8,1
COc1ccc(-c2cc(C#N)nc(N3CCN(C)CC3)n2)cc1,33,-10,-6,1,1.8,7.5,-0.2,i,-9,-2
COc1ccccc1/C=C(/C#N)C(=O)O,36,-2,-7,5,0.5,0.8,0.8,i,5,-2
Cc1ccccc1C(=O)N1Cc2cnnn2-c2ccccc2C1C#N (stereo unspecified),x,-2,-4,-2,1.1,-0.6,-0.2,-0.5,3,x

# 6 entries out of the list, sorted by number of heavy atoms, highest first.
SMILES,DUSP3 inh,CCHF vOTU inh,SSB-PriA inh,Anthrax LF inh2,TcdB inh,PfHsp40 yeast,BoNT A protease,BH1578 lux ind,Y pestis TopoI,3CLpro inhibitor
O=C(CC(c1ccccc1)(c1ccccc1)c1ccccc1)N[C@@H](Cc1ccccc1)C(=O)O,21,20,17,0,-0.1,1.6,-0.7,-3.7,23,4
O=C(Cn1ncc2ccccc21)N1CCN(c2cccc(C(F)(F)F)c2)CC1,18,13,-11,2,x,-1.1,-0.5,-1.5,3,-4
O=S(=O)(/N=S1\CC=CCN1S(=O)(=O)c1ccccc1)c1ccccc1 (stereo unspecified),x,-4,x,-1,0.0,0.7,0.7,i,2,x
Cc1c(C(=O)N(C)c2ccc(Cl)cc2)cnn1-c1ccccc1,6,2,-6,-2,0.7,0.1,0.3,i,9,2
CC(C)NC(=O)CSc1nnc(COc2ccccc2Cl)o1,25,12,-13,1,x,1.8,-1.0,i,1,-1
CC(Oc1cccc(Cl)c1)C(=O)N1CCCN(C)CC1 (stereo unspecified),32,-3,-6,2,1.3,-2.6,-3.8,-2.3,6,3
